Apaf1 inhib: inhibitors of human Apaf-1 apoptosome, primary screen, biochemical, DEVD-Rh110 fluorescence, uHTS; inhibition, % at 20 µM; hit rate 0.71% among 330,000; Apoptotic protease-activating factor 1 (Homo sapiens), O14727; reconstituted apoptosome caspase-3 activity; active = inhibition of at least 40% at 20 µM;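 note: plate controls were DMSO wells for no effect and DEVD-CHO caspase inhibitor wells for full effect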
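Assay system: Apoptosome proteins | Medium: pH 7.5 Hepes buffer with CHAPS, BSA, DTT | Also added: Cytochrome c and DEVD-Rh110 substrate | Times: 30 min plus 50 min, RT | Detection: Rhodamine 110 fluorescence at Ex 480/Em 540 nm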
CCR6 antag: CCR6 receptor antagonists, primary screen, cell-based, CHO-K1, luminescence, beta-arrestin, uHTS. C-C chemokine receptor type 6 (Homo sapiens), P51684. CHO-K1 CCR6 PathHunter beta-arrestin, CCL20-stimulated. inhibition, % at 20 µM. hit rate 0.49% among 340,000;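 active = compounds whose inhibition of the agonist-driven luminescence signal at 20 µM reaches about 50%, limit read from the data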;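 note: cells stimulated with CCL20 at 14 nM final; plate controls were DMSO with CCL20 for no effect and DMSO without agonist for full effect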
Target sequence (P51684 whole entry, looked up): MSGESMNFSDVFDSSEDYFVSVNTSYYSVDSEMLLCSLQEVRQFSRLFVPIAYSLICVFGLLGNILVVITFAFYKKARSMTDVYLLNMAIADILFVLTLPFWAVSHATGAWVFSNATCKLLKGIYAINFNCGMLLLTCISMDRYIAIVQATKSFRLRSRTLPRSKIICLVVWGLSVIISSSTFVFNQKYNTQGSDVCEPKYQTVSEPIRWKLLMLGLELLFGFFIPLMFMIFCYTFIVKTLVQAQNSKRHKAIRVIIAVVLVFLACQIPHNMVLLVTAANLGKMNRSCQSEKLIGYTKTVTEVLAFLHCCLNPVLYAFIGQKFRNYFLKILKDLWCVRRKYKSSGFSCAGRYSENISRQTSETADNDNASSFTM
Jurkat NFkB inh: inhibitors of induced NF-kB luciferase reporter, primary screen, TCR NF-kB activation inhibitor project, cell-based, luminescence, uHTS. Jurkat, PMA/ionomycin-induced NF-kB luciferase reporter. AID 435003, 2010. hit rate 0.53% among 330,000. inhibition, % at 4 µM
EBI2 antag: EBI2 receptor antagonists, beta-arrestin recruitment, primary screen, cell-based, luminescence, 7a,25-OHC stimulation, uHTS. G-protein coupled receptor 183 (Homo sapiens), P32249. 7a,25-OHC stimulated. inhibition, % at 5 µM. hit rate 0.81% among 360,000; in the data active = inhibition above about 38%;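 note: enzyme fragment complementation signal reports receptor beta-arrestin coupling in cells; 0% = agonist plus DMSO wells and 100% = wells without agonist; some results beyond the cut were filed as inactive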
UBC13 polyUb: UBC13 polyubiquitin chain formation inhibitors, primary screen, biochemical, TR-FRET, uHTS; hit rate 0.47% among 330,000; inhibition, % at 20 µM; AID 485273, 2010; in the data active = inhibition above about 45%, passing the limit was not always enough
Target sequence (P61088 whole entry, looked up): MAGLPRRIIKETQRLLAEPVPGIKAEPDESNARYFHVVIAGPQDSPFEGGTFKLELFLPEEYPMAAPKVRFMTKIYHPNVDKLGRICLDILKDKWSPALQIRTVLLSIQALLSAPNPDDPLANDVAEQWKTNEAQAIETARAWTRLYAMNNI
697 NFkB inh: inhibitors of PMA/ionomycin-induced NF-kB reporter, 697 cells, primary screen, B-cell NF-kB inhibitor project, cell-based, luminescence, uHTS; hit rate 0.33% among 330,000; 697 B-cell NF-kB luciferase reporter, 16 h; AID 435022, 2010; inhibition, % at 4 µM; in the data active = inhibition above about 35%
Gli-Sufu block: Gli-Sufu pathway antagonists, primary screen, luciferase luminescence, Sufu-KO-LIGHT cells, uHTS | inhibition, % at 5 µM | AID 588413, 2011 | Sufu-KO-LIGHT fibroblasts, Gli luciferase reporter luminescence | hit rate 0.74% among 340,000;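 active = inhibition above about 55%, limit read from the data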;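 note: 0% = DMSO-treated cells and 100% = wells with medium but no cells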
SENP8 block: SENP8 protease inhibitors, primary screen, biochemical, luminescence; purified SENP8, Z-RLRGG-aminoluciferin cleavage; inhibition, % at 10 µM; hit rate 1.2% among 330,000; AID 2540, 2010
Target sequence (Q96LD8 whole entry, looked up): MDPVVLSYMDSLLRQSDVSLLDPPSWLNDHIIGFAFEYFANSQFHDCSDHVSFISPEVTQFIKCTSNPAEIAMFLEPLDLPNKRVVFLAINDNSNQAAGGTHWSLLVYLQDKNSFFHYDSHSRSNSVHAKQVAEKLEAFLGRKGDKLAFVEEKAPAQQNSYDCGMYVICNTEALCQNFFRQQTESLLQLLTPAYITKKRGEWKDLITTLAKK
* marks the source's active call; other numbers are inactive results; / = not tested or not shown. Cut-off read from the data, not from the text of the source, unless noted: active = inhibition above about 50%; inactive = the rest. The list is partial; the hit share may differ from the screen's.

Preview:
Below each compound: Apaf1 inhib, 697 NFkB inh, Jurkat NFkB inh, CCR6 antag, UBC13 polyUb, Gli-Sufu block, SENP8 block, EBI2 antag
- Cc1cc(Cl)ccc1OCC(=O)NNC(=O)c1cccnc1
→ -8.2, -12.4, -7.0, -5.6, -2.4, 7.0, -4.0, 1.9
- CCN(C(=O)CO/N=C/c1ccc(OC)cc1OC)c1c(N)n(Cc2ccccc2)c(=O)[nH]c1=O
→ 1.2, 18.0, -1.8, 6.3, 2.6, -4.3, 9.9, -12.0
- COc1ccccc1N(CN1C(=O)c2ccccc2C1=O)C(=O)c1cccc(C)c1
→ -1.9, 2.7, -2.1, 11.3, -4.7, -1.4, 0.5, 11.1
- NNC(=O)c1ccncc1
→ -6.2, 24.0, 6.9, -6.4, 13.1, 7.3, 0.5, -7.7
- O=C(Nc1ccc2c(c1)OCO2)c1ccncc1
→ 9.8, 1.2, -28.6, 16.7, -12.0, -20.7, -17.4, 1.1
- CCCCC(c1nnnn1CC1CCCO1)N1CCN(c2cccc(C)c2C)CC1 (stereo unspecified)
→ 23.1, -0.5, 10.0, 8.5, -2.7, 10.2, -13.0, -2.6

The listing, from the first entry:
Below each compound: Apaf1 inhib, 697 NFkB inh, Jurkat NFkB inh, CCR6 antag, UBC13 polyUb, Gli-Sufu block, SENP8 block, EBI2 antag
- Cc1cc(Cl)ccc1OCC(=O)NNC(=O)c1cccnc1
→ -8.2, -12.4, -7.0, -5.6, -2.4, 7.0, -4.0, 1.9
- CCN(C(=O)CO/N=C/c1ccc(OC)cc1OC)c1c(N)n(Cc2ccccc2)c(=O)[nH]c1=O
→ 1.2, 18.0, -1.8, 6.3, 2.6, -4.3, 9.9, -12.0
- COc1ccccc1N(CN1C(=O)c2ccccc2C1=O)C(=O)c1cccc(C)c1
→ -1.9, 2.7, -2.1, 11.3, -4.7, -1.4, 0.5, 11.1
- NNC(=O)c1ccncc1
→ -6.2, 24.0, 6.9, -6.4, 13.1, 7.3, 0.5, -7.7
- O=C(Nc1ccc2c(c1)OCO2)c1ccncc1
→ 9.8, 1.2, -28.6, 16.7, -12.0, -20.7, -17.4, 1.1
- CCCCC(c1nnnn1CC1CCCO1)N1CCN(c2cccc(C)c2C)CC1 (stereo unspecified)
→ 23.1, -0.5, 10.0, 8.5, -2.7, 10.2, -13.0, -2.6
- O=C(CC1C[C@H](C(=O)N2CCCCC2)[C@@]2(CCc3ccccc3)c3[nH]c4ccccc4c3CCN2C1=O)NCCC1=CCCCC1 (stereo partly specified)
→ 5.2, -1.4, -8.4, 2.1, -26.8, 5.2, -12.8, 4.9
- O=S(=O)(c1ccc(Cl)cc1)N1CCNCC1
→ -6.4, 3.3, 6.3, -8.2, 6.0, -1.7, -1.9, -0.7
- FC(F)(F)c1cccc(Nc2cc(-c3ccccc3)nc3ncnn23)c1
→ -4.2, 3.3, 0.0, 3.6, -6.8, -0.9, -0.6, -12.9
- COc1ccc(CN2CCN(S(=O)(=O)c3ccc(NC(C)=O)cc3)CC2)cc1OC
→ -9.0, 9.6, 21.2, 9.3, 10.2, 5.9, 4.4, -0.7
- CCCCNC(=S)N(CCO)Cc1cc2cc3c(cc2[nH]c1=O)OCCO3
→ -11.6, 3.2, -4.3, 6.7, 11.6, -1.6, 5.4, -2.8
- CCOc1ncccc1C(=O)OCC(=O)NC(=O)NC(C)C
→ -5.0, 10.8, 9.8, 9.0, 4.7, -1.1, 4.7, 2.6
- COc1ccccc1-c1nc(C#N)c(N2CCN(C(=O)c3ccco3)CC2)o1
→ 2.2, 3.1, 8.3, 4.2, 9.2, -3.5, 1.8, -16.1
- CS(=O)(=O)c1ccc(Cl)c(NC(=O)COc2ccc3c(c2)CCC3)c1
→ 21.2, -3.2, 9.8, 1.8, -3.1, -5.1, -2.1, 1.1
- CC(OC(=O)Cn1nnc2ccccc21)C(=O)NC1CCCC1 (stereo unspecified)
→ -5.8, -14.2, -13.0, 10.5, -2.5, 25.1, -1.9, -10.6
- COC(=O)c1ccc(CN2CCCCC2)cc1
→ 1.6, -1.0, -5.0, 2.7, -0.2, 5.2, -11.2, -10.1
- O=C(c1ccco1)N1CCc2[nH]nc(-c3ccccc3)c2C1
→ -7.0, 13.2, -4.2, 11.2, 2.1, 6.2, 10.2, -4.9
- O=C(O)c1ccc2c(c1)C(=O)N(c1ccc(Nc3ccccc3)cc1)C2=O
→ 5.9, -21.7, 2.7, 11.2, 3.2, 3.4, -4.9, -5.2
- CC(=O)c1ccc(OCCCC(=O)NC(C)c2ccc(S(N)(=O)=O)cc2)cc1 (stereo unspecified)
→ -25.0, 2.5, 17.3, -1.4, 20.4, 4.8, 2.8, -4.8
- COc1ccc(CCC(=O)OCC(=O)c2c(N)n(CC(C)C)c(=O)n(C)c2=O)cc1
→ 18.0, -25.5, 12.1, 1.8, -1.5, 3.9, 0.9, -18.0
- CCc1nc2ccc(C(=O)N(C)CC(=O)Nc3ccc(F)c(F)c3F)cc2nc1CC
→ 4.5, -20.5, -8.8, -5.4, -12.3, -7.8, 0.0, 0.5
- NC(=O)C1CCN(Cc2ccc(OCc3ccccc3)cc2)CC1
→ -1.8, 10.3, -100.5, 7.1, 7.3, -42.8, -16.4, 2.0
- CCN1C(=O)CC(C(=O)O)SC1=Nc1ccc(OC)cc1 (stereo unspecified)
→ -5.7, 13.3, 14.9, -12.5, 5.9, 8.9, -4.2, -6.1
- COCc1cc(Sc2cccc(Cl)c2Cl)nc(-c2ccccc2)n1
→ 2.1, -6.8, 9.0, 0.5, 2.4, 4.9, 8.0, 12.7
- CCc1nc(SCC(=O)Nc2ccccc2Cl)n[nH]1
→ 2.1, 4.5, 0.6, 0.9, -3.8, 18.8, -2.4, -3.8
- COc1ccc(C(C)NC(=O)Nc2ccc(C(C)=O)cc2)cc1OC (stereo unspecified)
→ 4.9, -23.3, -39.1, 8.1, -1.0, -0.7, -13.5, -0.3
- Cc1ccc(C(=O)N/C(=C/c2ccco2)C(=O)Nc2cccc(C(=O)O)c2)cc1
→ 7.2, -20.3, -11.3, 6.7, -8.7, -62.2, -12.4, /
- Oc1c(Br)cc(Br)cc1CNn1cnnc1
→ 0.8, -4.1, -3.9, -5.0, -9.4, 7.9, -1.4, 5.1
- O=C(Cc1c(F)cccc1Cl)NCc1cccnc1
→ -6.6, 12.6, -0.3, 15.8, 0.6, 9.8, -11.7, 2.2
- CCOc1ccc(CN(C)C(=O)[C@H](Cc2ccccc2)NC(=O)OCc2ccccc2)cc1OC
→ 26.7, -10.7, 3.8, 1.6, 3.4, 21.2, 7.2, -1.3
- CC(C)CNC(=O)C1CCN(Cc2ccc(OCc3ccccc3)cc2)CC1
→ -3.5, 18.1, -38.2, 16.0, 2.5, 5.9, 3.8, 4.7
- O=C1Nc2ccc(S(=O)(=O)NCCCO)c3cccc1c23
→ 5.2, -3.4, -4.3, -5.2, 0.0, -7.5, 4.7, 7.6
- Cc1c(Cl)c(C(=O)NNC(=S)Nc2ccccc2)nn1C
→ -1.5, -41.3, -9.2, 11.1, -8.1, 13.6, -1.6, -3.3
- CN(C)C(=O)c1ccc(Cl)cc1[N+](=O)[O-]
→ -4.1, 4.9, 5.1, -18.2, 5.9, 14.2, -8.6, -4.6
- O=C(NCc1ccc(-c2csnn2)cc1)c1cc(Cl)cc(Cl)c1
→ -9.8, 0.4, 12.1, 5.5, -0.1, 8.3, -1.3, 4.8
- CN1C(=O)C(O)(C2OC(C)(C)CCC2=O)c2ccccc21 (stereo unspecified)
→ 1.1, -1.3, 2.0, 2.1, 4.3, 1.7, 5.5, -2.4
- CN(CC(=O)Nc1ccc(N2CCOCC2)cc1)C(=O)CCc1ccccc1Cl
→ 8.0, 5.8, 5.2, 2.4, -2.1, -10.3, 1.7, 3.8
- O=C(c1ccc(NC(=O)C2(c3ccccc3)CCOCC2)cc1)N1CCOCC1
→ -6.0, 8.8, -7.6, -3.3, 7.0, 0.7, 1.4, -5.3
- CC(=O)Nc1ccc(C(=O)CSc2nnc(C)o2)cc1
→ 2.5, -20.3, -10.0, -6.1, 0.9, -3.4, 5.3, -4.0
- COC(=O)c1cc(NC(=O)c2ccc(Cn3cc(Cl)cn3)o2)cc(C(=O)OC)c1
→ -11.7, 31.8, -0.4, 6.8, 2.7, 5.8, 13.7, 15.0
- O=C(CN(Cc1ccco1)C(=O)c1cc(=O)[nH]c2ccccc12)Nc1ccccc1Br
→ 1.7, 28.5, 15.6, -1.5, -1.0, -2.6, 4.1, 2.3
- COC(=O)C1CCCN1S(=O)(=O)c1ccc2ccccc2c1 (stereo unspecified)
→ 10.8, 24.0, 3.5, 33.6, 4.4, 6.4, -4.8, -16.4
- CCC(=O)N/C(N)=N/c1nc(C)c2cc(OC)ccc2n1
→ -5.7, -88.6, -59.7, 14.9, 21.7, 0.9, -13.9, -20.0
- Cc1ccc(/C(N)=N/OC(=O)CSc2ccccc2)cc1
→ -5.2, -84.8, -91.8, -4.1, 2.6, -55.6, 30.2, -9.5
- Cc1ccc(S(=O)(=O)n2nc(C)c(Br)c2C)c(C)c1C
→ 17.8, -33.2, -10.7, -0.8, 1.6, 29.2, -1.4, -8.0
- CCCC(=O)NC1CCCc2c1cnn2-c1ccc(C)c(C)c1 (stereo unspecified)
→ -2.9, -26.6, -10.8, 0.1, 6.5, -3.1, -1.9, 4.0
- CNC(=S)N1CCN(c2ccc(Cl)c(Cl)c2)CC1
→ -4.4, 10.1, -7.5, 2.8, 0.7, 8.9, -8.4, -4.9
- CN1CCC(N(C)C(=O)CCc2nc3ccccc3n2-c2ccccc2)CC1
→ 0.8, 2.0, -10.2, -4.1, 5.3, 4.2, -2.0, -6.4
- COc1ccccc1C(=O)NCCC(=O)Nc1ncccc1C
→ 13.0, -2.0, -1.2, -5.4, 9.0, 2.2, -7.2, -7.9
- COc1ccccc1NC(=O)C(C)Sc1nccn1C (stereo unspecified)
→ 11.2, 2.6, 1.8, 5.5, 2.8, 11.6, -11.4, -3.9
- COCCCNC(=O)C(=O)C1C(=O)Nc2ccccc21 (stereo unspecified)
→ -5.0, -0.4, 12.0, 1.1, 3.5, -11.1, -1.3, -0.1
- CN(C)c1ccc(/C=C/c2cccc[n+]2[O-])cc1
→ -10.3, -33.8, -29.9, -1.2, -3.2, -35.1, -9.4, 8.9
- Cc1occc1C(=O)n1nnc2ccccc21
→ -6.2, -3.1, 4.3, 11.0, 22.9, 7.5, 4.1, /
- CCOC(=O)C1=C(C)N(c2ccc(OC)cc2)C(=O)/C1=C\c1ccc(O)c(OCC)c1
→ -4.6, -15.2, 0.5, 30.6, -32.4, 3.0, -2.4, 3.4
- CN(CC(=O)N1CCOCC1)S(=O)(=O)c1cc(Cl)ccc1Cl
→ 4.7, -21.1, -15.7, -5.3, -1.1, -5.2, -4.5, -3.9
- CCN1N=C(c2ccccc2)CCC1=O
→ -7.2, 15.2, -2.4, 5.7, -6.8, 4.7, -1.0, 1.6

3 of the entries above in order of the UBC13 polyUb value, high to low.
Molecule | 697 NFkB inh | Jurkat NFkB inh | CCR6 antag | UBC13 polyUb | SENP8 block | EBI2 antag
COc1ccccc1C(=O)NCCC(=O)Nc1ncccc1C | -2.0 | -1.2 | -5.4 | 9.0 | -7.2 | -7.9
COC(=O)C1CCCN1S(=O)(=O)c1ccc2ccccc2c1 (stereo unspecified) | 24.0 | 3.5 | 33.6 | 4.4 | -4.8 | -16.4
Cc1ccc(S(=O)(=O)n2nc(C)c(Br)c2C)c(C)c1C | -33.2 | -10.7 | -0.8 | 1.6 | -1.4 | -8.0

From PubChem BioAssay
